# Bioassay records (PubChem)
# MrgX1 antag = antagonists of human MrgX1 receptor; AID 588676; B-score at 10 µM; MRGX1-HEK293 calcium flux, Fluo-4, BAM8-22 antagonism; active compounds read low; hit rate 1.3% among 310,000;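 active = calcium-response B-score plate-corrected more than 3 library SD below zero, starting fluorescence within 5 deviations, no agonist response on first addition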;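 note: peak minus trough fluorescence over baseline after final BAM8-22 challenge near maximal dose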
# Target sequence (Q96LB2 whole entry, looked up): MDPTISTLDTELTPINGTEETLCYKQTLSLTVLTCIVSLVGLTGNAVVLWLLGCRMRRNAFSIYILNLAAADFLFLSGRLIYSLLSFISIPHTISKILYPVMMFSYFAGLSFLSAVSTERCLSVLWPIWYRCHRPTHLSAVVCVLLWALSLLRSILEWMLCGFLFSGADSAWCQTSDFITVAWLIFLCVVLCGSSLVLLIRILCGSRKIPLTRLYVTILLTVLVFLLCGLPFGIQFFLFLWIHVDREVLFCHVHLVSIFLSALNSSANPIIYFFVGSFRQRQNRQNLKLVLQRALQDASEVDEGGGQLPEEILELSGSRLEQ
# MrgX1 allo act = human MrgX1 positive allosteric modulation, primary screen | Q96LB2 | MrgX1-HEK293, Fluo-4 calcium flux, FDSS; active compounds read high | B-score at 10 µM | hit rate 0.63% among 310,000 | AID 588675;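 active = plate-corrected calcium response at least 3 library SD above typical, normal starting fluorescence, not activating the receptor alone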;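 note: compound read alongside a low EC10 to EC30 dose of BAM8-22 agonist; peak minus trough fluorescence over baseline measured at the second addition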
# HIF act = HIF pathway transcriptional activation. activation, % at 7.5 µM (by protocol). U2OS HRE-luciferase reporter, luminescence; normalized: DMSO 0%, desferrioxamine 100%. hit rate 0.32% among 300,000;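 active = mean activation of at least 10% of the iron chelator positive control signal, with at least half of replicates also reaching 10%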
# TRPC6 act = mouse TRPC6 channel activation | Q61143 | HEK293-TRPC6 membrane potential dye fluorescence; active compounds read high | B-score at 10 µM | hit rate 0.13% among 310,000;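 active = B-score of the integrated fluorescence ratio above library mean plus 3 SD, and starting fluorescence ratio within library mean plus 5 SD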;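 note: higher score means more depolarization so channel activation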
# RGS4 inh = inhibitors of human RGS4 | AID 463165 | P49798 | hit rate 0.45% among 310,000 | HEK293 M3R/RGS4 inducible, Fluo-4 calcium flux; active compounds read high; triggered by carbachol at its EC20 | B-score at 10 µM;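 active = B-score, a plate-corrected calcium signal, over three deviations above library mean, with baseline fluorescence within five deviations of library mean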;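 note: RGS4 expression induced by doxycycline in cells with stable M3 receptor; B-score is computed from the integrated fluorescence ratio over baseline after carbachol; higher B-score means a larger calcium signal and so more RGS4 inhibition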
# Target sequence (P49798 whole entry, looked up): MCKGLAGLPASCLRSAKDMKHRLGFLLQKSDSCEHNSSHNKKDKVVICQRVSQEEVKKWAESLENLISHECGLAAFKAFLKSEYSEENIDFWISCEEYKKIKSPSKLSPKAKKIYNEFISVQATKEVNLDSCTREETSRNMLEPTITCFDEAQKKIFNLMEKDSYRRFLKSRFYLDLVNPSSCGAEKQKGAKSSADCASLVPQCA
# Platelet DG rel = platelet dense granule release activity. human platelet-rich plasma, SFLLRN dense granule ATP release, luminescence. hit rate 0.22% among 300,000. AID 1663. inhibition, %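 (compounds screened at 7.5 µM in platelet-rich plasma)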;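 active = mean replicate score, as percent of positive control, at or above 50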
# SKKanGAS inh = inhibitors of SKKanGAS S. pyogenes growth in kanamycin (SK-promoter or general growth effect). hit rate 1.3% among 300,000. BacTiter-Glo, 6 h. inhibition, % at 7.5 µM. AID 1662;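 active = mean replicate score, as percent of positive control median, at least 50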;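 note: strain carries kanamycin resistance gene driven by streptokinase promoter and grows in 40 µg/ml kanamycin; loss of luminescence reflects streptokinase promoter inhibition or plain growth inhibition; 0% = median of DMSO wells and 100% = positive control at its reference dose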
# MrgX1 agonist = human MrgX1 receptor agonism, primary screen | Q96LB2 | MrgX1-HEK293 cells, Fluo-4 calcium fluorescence, agonist mode; active compounds read high | B-score at 10 µM | hit rate 0.44% among 310,000;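 active = calcium response B-score plate-corrected fluorescence ratio at least 3 library SD, with starting fluorescence B-score inside 5 SD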
#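 Test system: HEK293 cells stably expressing human MrgX1 receptor; amount: 15,000 cells per well; doses: compound delivered in addition one of three; times: overnight plating before 1 h dye loading; detection: Fluo-4 NW calcium-flux fluorescence, kinetic read; read-out basis: B-scored fluorescence response ratio; controls: positive and negative controls per plate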
# RGS4 act = potentiators or activators of RGS4 | HEK293 M3R/inducible RGS4, carbachol calcium flux Fluo4; active compounds read low | B-score at 10 µM | hit rate 0.92% among 310,000;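 active = B-score of the integrated calcium signal more than 4 SD below the library mean, with starting fluorescence not abnormally high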;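 note: negative B-score means reduced calcium response which marks RGS4 activation or potentiation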
#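 Reagent: ECmax carbachol challenge; Test system: M3R-expressing HEK293 line, RGS4 induced by doxycycline; Schedule: overnight RGS4 induction, 30 min dye load 37 °C, 20 min compound RT; Detection: calcium dye Fluo4 fluorescence; Read-out: Agonist-evoked peak-minus-minimum fluorescence over baseline, integrated ratio, B score.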
# TRPC6 inhibitor = inhibitors of mouse TRPC6 channel; HEK293-TRPC6, membrane potential dye, ACh-evoked depolarization; active compounds read low; Q61143; hit rate 1.1% among 310,000; B-score at 10 µM;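 active = B-score under library mean minus 3 SD, initial fluorescence not abnormally high, positive integrated signal ratio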;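 note: B-score derived from integrated fluorescence ratio over the kinetic read; more negative B-score means stronger inhibition of depolarization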
# TRPC4 block = inhibitors of mouse TRPC4 channel; Q9QUQ5; HEK293 TRPC4beta/mu-opioid, DAMGO-evoked Fluo4 calcium flux; active compounds read low; B-score at 10 µM; hit rate 0.39% among 300,000; AID 2247;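 active = B-score over 3 SD under the library average, no early fluorescence shift, positive overall ratio signal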
#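 System: stable TRPC4beta/mu-opioid receptor HEK293 cells; Dosing: single-point compound dosing; Measured by: Fluo4 Ca2+ flux fluorescence; Read-out basis: per-well B score of integrated baseline-normalized Fluo4 ratio.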
# An asterisk follows results filed as active; i = inactive; x = not tested or not shown.
SMILES	MrgX1 antag	MrgX1 allo act	HIF act	TRPC6 act	RGS4 inh	Platelet DG rel	SKKanGAS inh	MrgX1 agonist	RGS4 act	TRPC6 inhibitor	TRPC4 block
COc1cc(-c2nc(-c3cccnc3)no2)cc(OC)c1OC	i	i	-0.1	i	i	-2	0	i	i	i	i
NC(=O)c1cccnc1Nc1ccccc1Cl	i	i	0.5	i	i	-11	-9	i	i	i	i
CCCCn1cnc2c(cnn2-c2ccc(F)cc2)c1=O	i	i	2.3	i	i	1	0	i	i	i	i
Cc1cc(C(=O)N/N=C/c2cc([N+](=O)[O-])ccc2O)c2ccccc2n1	i	i	5.2	i	i	7	92*	i	i	i	i
CN(C)S(=O)(=O)c1ccc(NC(=O)COC(=O)Cn2[nH]c(=O)c3ccccc3c2=O)cc1	i	i	-7.3	i	i	-10	-17	i	i	i	i
CCCCCCCCN=C1NC(=O)CS1	i	i	0.4	i	i	6	-3	i	i	i	i
CCOC(=O)c1cnn(Cc2ccc(C)cc2)c1N	i	i	1.2	i	i	3	-4	i	i	i	i
COc1ccc(S(=O)(=O)N(C)CC(=O)NCCN2CCOCC2)cc1	i	i	1.2	i	i	7	-2	i	i	i	i
N/C(=N\OC(=O)N1CCOCC1)c1ccccc1	i	i	1.3	i	i	-5	2	i	i	i	i
NNc1nc(-c2ccccc2Cl)c2cc(Br)ccc2n1	i	i	-12	i	i	-2	20	i	i	i	i
N#Cc1c(C(F)(F)F)cc(-c2ccccc2)nc1SCC(=O)Nc1sc2c(c1C#N)CCC2	i	i	-0.3	i	i	4	7	i	i	i	i
COc1ccccc1N1CCN(S(=O)(=O)c2ccc3c4c(cccc24)C(=O)N3C)CC1	x	x	-0.3	i	i	-1	-1	x	i	i	i
CCCCc1c(C)c(C#N)c2[nH]c3ccccc3n2c1=O	i	i	0.1	i	i	-24	9	i	i	i	i
Cc1ccc(Nc2nc(N)nc(CN3CCN(c4ccccc4F)CC3)n2)cc1	i	i	-0.1	i	i	-4	33	i	i	i	i
COc1ccc(OCC(=O)NNC(=O)CCc2ccccc2)cc1	i	i	0.1	i	i	0	-7	i	i	i	i

# A few values from the results shown.
# `COc1ccccc1N1CCN(S(=O)(=O)c2ccc3c4c(cccc24)C(=O)N3C)CC1` in Platelet DG rel reads -1
# `CCCCn1cnc2c(cnn2-c2ccc(F)cc2)c1=O` in SKKanGAS inh reads 0
# `CCCCCCCCN=C1NC(=O)CS1` in Platelet DG rel reads 6

# The list goes on.
SMILES	MrgX1 antag	MrgX1 allo act	HIF act	TRPC6 act	RGS4 inh	Platelet DG rel	SKKanGAS inh	MrgX1 agonist	RGS4 act	TRPC6 inhibitor	TRPC4 block
N#CC1=C(N)Nc2nc3ccccc3n2C1c1ccc(F)cc1 (configuration not stated)	i	i	-0.4	i	i	-7	-3	i	i	i	i
Fc1ccc(-c2nc3ccccc3c3nc4ccccc4n23)cc1	i	i	-41	i	i	-19	-10	i	i	i	i
O=C(N/N=C/c1cccnc1)NC12CC3CC(CC(C3)C1)C2	i	i	-0.2	i	i	-1	-3	i	i	i	i
COc1ccccc1OCCN1CSC(=S)N(C)C1	i	i	0.3	i	i	-3	16	i	i	i	i
CC1C(=O)N2CCCc3cc(S(=O)(=O)N(C)c4ccccc4)cc1c32 (configuration not stated)	i	i	1.8	i	i	-5	31	i	i	i	i
Cc1c(C#N)c2ccccc2n1CC(=O)NCc1cccnc1	i	i	-0.4	i	i	5	7	i	i	i	i
CC1=CC(=C(C#N)C#N)C=C(C)N1CCN1CCNCC1	i	i	0.3	i	i	11	-4	i	i	i	i
CCOC(=O)c1ccc(N2CCOCC2)c(NC(=O)c2nccnc2C(=O)O)c1	i	i	0.0	i	i	-16	21	i	i	i	i
CCOC(=O)CC(=O)CSc1ncnc2c1nnn2-c1ccc(F)cc1	i	i	0.1	i	i	-12	2	i	i	i	i
O=C(c1ccco1)N(Cc1ccc(Cl)cc1)Cc1ccco1	i	i	0.6	i	i	11	6	i	i	i	i
CCN(CC)CCNC(=O)c1ccc(NC(=O)c2cccc(S(=O)(=O)N3c4ccccc4CC3C)c2)cc1 (configuration not stated)	i	i	1.5	i	i	29	0	i	-8.4*	i	i
COc1cccc(OC)c1OCCN1CCN(C(c2ccccc2)c2ccccc2)CC1	i	i	-3.0	i	i	2	-6	i	i	i	i
CCOC(=O)CNC(=O)Cn1cnc2c(nnn2-c2ccc(F)cc2)c1=O	i	i	-0.3	i	i	5	-6	i	i	i	i
Cc1nnc(C)n1/N=C/c1ccc2c(c1)OCCO2	i	i	0.7	i	i	-3	-13	i	i	i	i
O=C(Oc1ccc(C(=S)N2CCOCC2)cc1)c1ccccc1F	i	i	0.3	i	i	-2	8	i	i	i	i
COc1cc(C(=O)Oc2ccccc2/C=N/NC(=O)c2ccc(C)c(Cl)c2)cc(OC)c1OC	i	i	0.9	i	i	24	13	i	i	i	i
CCCCCCCOc1ccc(OC(=O)c2cccnc2)cc1	i	i	0.8	i	i	1	-2	i	i	i	i
NC(=O)COC(=O)c1ccc(Oc2ccccc2)cc1	i	i	0.1	i	i	0	-23	i	i	i	i
NC(=O)C1CN(S(=O)(=O)c2ccc(Cl)cc2F)c2ccccc2O1 (configuration not stated)	i	i	-1.0	i	i	-19	4	i	i	i	i
COc1ccc(N2CCN(C(c3ccc4ncccc4c3)c3nnnn3C(C)(C)C)CC2)cc1 (configuration not stated)	i	i	-0.5	i	i	-5	1	i	i	i	i
O=C(CSc1ncccn1)N/N=C/c1ccc(OC2CSC2)cc1	i	i	0.7	i	i	5	1	i	i	i	i
CC(C)(C)C(=O)NCCCc1nc2ccccc2n1CCCOc1ccc(Cl)cc1	-5.1*	i	-0.1	i	i	-75	9	i	i	i	i
Cn1cnnc1SCC(=O)c1c[nH]c2ccccc12	i	i	0.9	i	i	-3	17	i	i	i	i
C#CCCOC(=O)N1C2=NC(C(=O)OC)=C(C(=O)OC)[C@@H]3N(C)c4ccccc4[C@]23C[C@H]1C(=O)OC	i	i	-2.4	i	i	-2	7	i	i	i	i
CCOC(=O)N1CCC(NC(=O)c2cc(C(=O)Nc3ccc(OC)c(OC)c3)ccc2CO)CC1	i	i	1.7	i	i	2	-1	i	i	i	i
COC(=O)c1cc2occc2n1Cc1nc(-c2ccccc2Cl)oc1C	i	i	0.1	i	i	-8	16	i	-7.5*	i	i
O=C(NCCC1CCCCN1S(=O)(=O)c1ccccc1)C(=O)Nc1ccccc1F (configuration not stated)	i	i	0.0	i	i	14	-2	i	i	i	i
CC(=O)C1=C(C)Nc2ncnn2C1c1ccc(O)cc1 (configuration not stated)	i	i	1.0	i	i	5	8	i	i	i	i
Cc1cccc(C(=O)O/N=C(\N)Cc2ccc([N+](=O)[O-])cc2)c1	i	i	0.1	i	i	0	3	i	i	i	i
O=C(O)c1cccc(S(=O)(=O)Nc2ccc3oc(=O)sc3c2)c1	i	i	0.3	i	i	5	-5	i	i	i	i

# The last two entries of the section before are carried over, then new ones follow.
SMILES	MrgX1 antag	MrgX1 allo act	HIF act	TRPC6 act	RGS4 inh	Platelet DG rel	SKKanGAS inh	MrgX1 agonist	RGS4 act	TRPC6 inhibitor	TRPC4 block
Cc1cccc(C(=O)O/N=C(\N)Cc2ccc([N+](=O)[O-])cc2)c1	i	i	0.1	i	i	0	3	i	i	i	i
O=C(O)c1cccc(S(=O)(=O)Nc2ccc3oc(=O)sc3c2)c1	i	i	0.3	i	i	5	-5	i	i	i	i
COc1cc2nc(CN3CCN(S(=O)(=O)c4ccc(Cl)cc4)CC3)[nH]c(=O)c2cc1OC	i	i	0.3	i	i	-4	-2	i	i	i	i
COc1ccc(/C=N/NC(=O)c2ccc3nc[nH]c3c2)cc1	i	i	1.1	i	i	5	2	i	i	i	i
CCOc1ccc(CCNC(=O)CCNS(=O)(=O)c2ccc3c(c2)CCN3C(C)=O)cc1OCC	i	i	-0.2	i	i	-1	6	i	i	i	i
COc1ccc(NC(=O)c2ccc(S(=O)(=O)N(C)C)cc2)cc1	i	i	0.0	i	i	-2	4	i	i	i	i
O=C(CCCc1c[nH]c2ccccc12)N1CCOCC1	i	i	-0.7	i	i	3	1	i	i	i	i
COc1ccc(C(c2c(C)n(C)n(-c3ccccc3)c2=O)c2c(C)n(C)n(-c3ccccc3)c2=O)cc1OC	i	i	-0.4	i	i	3	0	i	i	i	i
Cn1c(=S)[nH]c2sc3c(c2c1=O)CCC(C(C)(C)C)C3 (configuration not stated)	i	i	0.5	i	i	0	79*	i	i	i	i
CC(C)c1onc(C(=O)N2C(C)CCCC2C)c1[N+](=O)[O-] (configuration not stated)	i	i	-0.8	i	i	-43	-5	i	i	i	i
CC(=NCCc1ccccc1)C1=C(O)CSC1=O	i	i	0.8	i	i	-3	1	i	i	i	i
COc1ccc(CCNC(=O)CSCc2ccc(F)cc2)cc1OC	i	i	-0.2	i	i	1	3	i	i	i	i
COCc1nc2ccccc2n1Cc1ccccc1Br	i	i	-0.3	i	i	-10	-5	i	i	i	i
COC(=O)c1ccccc1NC(=O)Nc1ccc(Cl)cn1	i	i	0.6	i	i	24	-1	i	i	i	i
CCOc1ccc2nc(COC(=O)c3cccs3)c(C(C)=O)[n+]([O-])c2c1	i	i	-0.7	i	i	-4	-4	i	i	i	i
CCC(C)[C@H](NC(=O)[C@@H]1CSC2c3ccccc3C(=O)N21)C(=O)NC1CCCC1 (some centres not stated)	i	i	0.2	i	i	-8	1	i	i	i	i
CCCOc1ccc(-c2nc(=S)[nH][nH]2)cc1	i	i	2.4	i	i	1	7	i	i	i	i
CCOC(=O)c1sc2cccc(F)c2c1N	i	i	0.6	i	i	4	-5	i	i	i	i
CCN(c1ccc(OC)cc1)S(=O)(=O)c1nnc(NC(=O)COc2ccc(C)cc2)s1	i	i	x	i	i	4	19	i	i	i	i
CCOC(=O)NC(=O)/C(C#N)=C\Nc1sccc1C(=O)OC	i	i	-0.1	i	i	-1	6	i	i	i	i
Cc1nnc(NCCc2ccccc2)n(N)c1=O	i	i	-0.2	i	i	8	2	i	i	i	i
